Source: PubChem BioAssay
CRFBP-R2 agonist: CRF-BP/CRF-R2 complex agonism. 350,000 compounds, 0.46% hits. activation, % at 13.2 µM. HEK293 CRF-R2/CRF-BP, calcium dye fluorescence (FLIPR); percent of saturating CRF peptide response;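 active means activation of at least 50%, plus an integration ratio under a set limit after plate pattern correction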;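 further: plate controls were neutral control wells without compound for no effect and CRF at EC100 for full effect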
M1 PAM parental: counter-screen for M1 PAMs: effect in parental CHO-K1 cells; ATP EC20, Fluo-8 calcium fluorescence; 0% at ATP EC20, 100% at ATP max; 360,000 compounds, 0.02% hits; activation, % at 3 µM;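 active means activation above the run cutoff, the mean activation of all test compounds plus 3 SD, cut at about 40% in these data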;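 further: peak over basal fluorescence ratio in a 140 s read after ATP addition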
CHRM5 PAM: positive allosteric modulators of human muscarinic M5 receptor; CHO-K1 hM5, Fluo-8 calcium, ACh EC20 PAM; 0% = ACh EC20, 100% = ACh EC100; activation, % at 3 µM; 360,000 compounds, 0.3% hits; AID 624038;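 active means activation above the run cutoff, the mean activation of all test compounds plus 3 SD, cut at about 18% in these data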
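System: CHO-K1 hM5 cells. Reagent: acetylcholine, EC20 level. Compound dosing: single dose, 3 µM nominal final test concentration. Timing: Post-acetylcholine fluorescence recording 140 s. Detection: Fluo-8 calcium fluorescence. Read-out: % activation, ACh-normalized. Benchmarks: ACh EC20 and EC100 wells. Repeats: singlicate, one well per test compound.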
CHRM5 antagonist: blocks acetylcholine activation of human M5 receptor. P08912. CHO-hM5 cells, Fluo-8 calcium fluorescence, ACh EC80. inhibition, % at 3 µM. 360,000 compounds, 0.59% hits. AID 624040;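 active means inhibition above a per-plate cutoff, the mean of that plate's test compounds plus 3 SD, cut at about 27% in these data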;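 further: 0% = acetylcholine EC80 with DMSO and 100% = DMSO without agonist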
CHRM5 agonist: agonists of human muscarinic M5 receptor (CHRM5) | activation, % at 3 µM | CHO-K1 hM5 cells, Fluo-8 calcium fluorescence; 0% DMSO wells, 100% maximal acetylcholine response | 360,000 compounds, 0.19% hits;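 active means activation above the run's mean over test compounds plus 3 SD, cut at about 23% in these data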;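 further: signal is peak over basal fluorescence ratio across the kinetic read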
CHRM4 PAM: potentiates acetylcholine response at human M4 receptor; P08173; CHO-K1 hM4/Gqi5, Fluo-8 calcium fluorescence, ACh EC20; 0% = ACh EC20, 100% = maximal ACh; activation, % at 3 µM; 360,000 compounds, 0.4% hits; AID 624126;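 active means activation above its plate's cutoff, the mean activation of sample wells plus 3 SD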; further: some results filed as inactive read as strong as hits
Target sequence (P08173 whole entry, looked up): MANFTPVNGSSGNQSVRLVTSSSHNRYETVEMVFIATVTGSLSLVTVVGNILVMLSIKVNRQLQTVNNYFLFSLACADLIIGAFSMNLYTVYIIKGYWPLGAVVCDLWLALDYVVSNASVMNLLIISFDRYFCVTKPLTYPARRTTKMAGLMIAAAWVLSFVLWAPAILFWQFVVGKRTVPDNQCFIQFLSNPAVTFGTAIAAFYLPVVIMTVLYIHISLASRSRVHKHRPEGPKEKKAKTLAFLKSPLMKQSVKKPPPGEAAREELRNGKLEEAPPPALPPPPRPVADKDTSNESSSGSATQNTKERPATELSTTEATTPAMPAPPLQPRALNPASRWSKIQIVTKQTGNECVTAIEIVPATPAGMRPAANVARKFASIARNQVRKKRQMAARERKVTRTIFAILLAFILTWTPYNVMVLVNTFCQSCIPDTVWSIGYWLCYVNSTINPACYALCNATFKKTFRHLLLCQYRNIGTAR
TAAR1 ag: human TAAR1 agonism. Q96RJ0. 360,000 compounds, 0.99% hits. activation, % at 3 µM. AID 624467. CHO RD-HGA16 TAAR1, Fluo-8 calcium fluorescence; vehicle wells 0%, saturating PEA agonist 100%;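 active means activation above the mean activation of all test compounds in the run plus 3 SD, cut at about 38% in these data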
Target sequence (Q96RJ0 whole entry, looked up): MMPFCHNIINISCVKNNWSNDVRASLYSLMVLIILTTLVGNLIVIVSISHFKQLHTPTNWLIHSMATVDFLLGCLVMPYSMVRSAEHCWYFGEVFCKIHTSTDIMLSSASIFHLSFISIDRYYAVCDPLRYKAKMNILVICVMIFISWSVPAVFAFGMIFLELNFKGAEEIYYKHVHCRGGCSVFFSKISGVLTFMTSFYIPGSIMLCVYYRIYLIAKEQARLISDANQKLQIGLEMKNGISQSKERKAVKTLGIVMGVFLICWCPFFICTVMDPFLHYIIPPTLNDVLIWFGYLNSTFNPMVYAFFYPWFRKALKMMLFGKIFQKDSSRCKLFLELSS
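Assay system – CHO-derived RD-HGA16 cells with stable Gα16 and human TAAR1 · Compound dosing – one-point dosing at 3 µM (nominal) · Incubation – 17-24 h seeding, 75 min 37 °C dye, 30 min RT · Measured by – kinetic Fluo-8 calcium fluorescence · Control set – DMSO vehicle as 0%, PEA at EC100 as 100% · Repeats – single well for each compound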
CRFBP-R2 block: blocks CRF-induced signaling of the CRF-BP/CRF-R2 complex; 350,000 compounds, 0.59% hits; HEK293 CRF-R2/CRF-BP, CRF-induced calcium fluorescence; inhibition, % at 11.8 µM; AID 588475;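 active means inhibition of the ligand-induced calcium signal above about 50% at the single tested concentration, limit read from the data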
TAAR1 antag: antagonists of human TAAR1. Q96RJ0. CHO RD-HGA16 TAAR1, Fluo-8 calcium fluorescence, antagonist. inhibition, % at 3 µM. 360,000 compounds, 1.5% hits;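 active means inhibition above a per-plate cutoff, the mean inhibition of test compounds on that plate plus 3 SD, cut at about 49% in these data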;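 further: 0% = DMSO plus EC80 beta-PEA response and 100% = DMSO alone without agonist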
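System: CHO RD-HGA16 cells bearing hTAAR1. Reagent: EC80 β-phenethylamine stimulus. Schedule: seeding 17-24 h prior, 75-min 37 °C, 30-min RT dye loading. Signal: Fluo-8 intracellular calcium dye fluorescence, real-time kinetic reads. Read-out: % inhibition from peak post-agonist over basal fluorescence ratio. Benchmarks: vehicle wells and EC80 agonist wells. Replicates: n of 1.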
Numbers without * were called inactive; x = no result given.

SMILES	CRFBP-R2 agonist	M1 PAM parental	CHRM5 PAM	CHRM5 antagonist	CHRM5 agonist	CHRM4 PAM	TAAR1 ag	CRFBP-R2 block	TAAR1 antag
CC(OC(=O)/C(C#N)=C/c1ccc(N(C)C)cc1)C(=O)N(C)c1ccccc1 (stereo not drawn)	x	-17.0	-30.2	14.6	12.9	-17.2	29.9	x	41.4
O=C(NNC(=O)c1cnccn1)c1ccc(Cl)cc1	-2.8	21.0	6.3	6.2	2.9	-0.1	4.0	5.3	4.4
CCCCOC(=O)c1ccc(Nc2ncnc3nc[nH]c23)cc1	4.0	-10.4	-11.9	2.4	1.9	3.5	0.7	-16.8	4.0
Cc1cccc(-c2nnc(-c3ccc(N)cc3)o2)c1	-0.6	25.6	-4.7	1.0	-8.8	10.2	0.0	6.9	6.9
CCOC(=O)N1CCN(C(=O)C2CCN(S(=O)(=O)c3ccc(C)cc3)CC2)CC1	0.6	-7.9	0.6	-7.5	-5.5	-2.8	6.4	5.3	-2.9
CCCN(CC(=O)Nc1ccccc1C)CC(=O)Nc1ccc(Br)cc1F	4.7	21.4	-5.3	6.4	-2.5	-1.8	2.0	-9.1	5.8
CCC1CSC(Nc2ccc(C(=O)/C=C/c3ccc(Br)cc3)cc2)=N1 (stereo not drawn)	-0.6	16.4	-6.2	7.8	-3.9	-1.2	-1.9	-28.3	-4.4
Cc1ccc(NC2=CC(=O)OC(C)C2)cc1 (stereo not drawn)	4.3	-3.3	4.1	-1.6	-2.3	10.2	-3.5	-11.2	-0.7
CC(=O)c1c(C)[nH]c(C(=O)Nc2ccc(Cl)cc2)c1C	3.5	4.1	-13.3	17.9	8.7	-9.4	20.7	-11.3	16.8
Cc1cccc(C)c1NC(=O)CN(C)C(=O)CCc1nc2sc3c(c2c(=O)[nH]1)CCCC3	2.8	-7.3	-1.4	-5.6	-0.7	-2.2	0.4	-2.5	0.7
O=C(OCc1cc(=O)n2c(n1)sc1ccccc12)c1cccc(O)c1	-3.6	-3.4	-0.8	-0.5	1.5	-2.3	5.0	-41.4	16.7
Cc1onc(-c2ccccc2)c1C(=O)OCCOc1ccc([N+](=O)[O-])cc1[N+](=O)[O-]	0.4	-19.4	-15.6	16.7	-4.3	-8.2	-0.4	13.5	41.2
CC(C)(C)c1nc(S(=O)(=O)c2ccc(Cl)cc2)c(N2CCOCC2)o1	0.7	16.1	1.4	-0.3	-0.2	-0.5	0.0	-15.4	1.3
CCOc1ccc(OCc2ccc(C(=O)O)o2)cc1	-0.1	14.5	4.9	-3.4	-0.8	16.7	5.9	11.0	-0.7
O=c1c2nnn(-c3ccc(Cl)cc3)c2ncn1Cc1ccccn1	-3.5	9.4	3.0	1.0	-1.1	5.5	476.3*	5.8	86.4*
Cc1cc(C)nc(NC(=O)CSc2nn(-c3ccccc3)c(=S)s2)n1	0.3	22.1	1.5	3.1	-6.1	-1.4	-1.1	-5.5	3.1
CN(c1cccc(NC(=O)c2ccc(N(C)S(=O)(=O)c3ccccc3)cc2)c1)S(C)(=O)=O	2.5	-11.8	-16.5	11.2	9.2	-23.8	23.9	-9.5	63.4*
Cc1nc2cc(-c3ccc(Br)cc3)[nH]n2c(=O)c1Cl	0.1	15.4	1.5	-2.0	2.5	-3.2	1.6	13.3	-19.7
COc1ccc(C(=O)Nc2nccs2)cc1[N+](=O)[O-]	0.6	10.9	2.8	-0.9	-0.9	2.6	8.4	12.8	-3.6
O=C1CC(c2c(F)cccc2Cl)C2=C(COC2=O)N1 (stereo not drawn)	0.1	16.4	-2.1	8.8	-0.3	14.5	3.3	-5.9	-0.9
Cc1ccc(C2(C)NC(=O)N(CC(=O)NC3CCCCC3)C2=O)cc1 (stereo not drawn)	1.4	-18.1	-7.0	8.4	0.8	6.3	1.7	1.0	-16.6
O=C(NCC(=O)N1CCN(C(=O)c2ccco2)CC1)c1ccccc1	0.2	-12.8	-1.1	0.4	2.5	-2.0	0.1	-13.6	-22.0
CC(NS(=O)(=O)c1ccc(Br)s1)c1ccccc1 (stereo not drawn)	-0.2	-2.4	-1.2	-1.9	-4.1	4.3	-4.3	0.8	-21.8
O=C(CSc1nnc(COc2ccccc2Cl)o1)NC(=O)NCc1ccco1	0.7	-15.9	4.3	-3.6	3.4	6.6	-0.2	0.2	-17.5
CCOC(=O)Nc1cccc(OCC(=O)Nc2ccc(OC)cc2OC)c1	-4.2	1.2	-16.1	5.6	-0.7	-5.5	6.8	-1.6	10.5

Shown comma-delimited: 4 of the compounds above
canonical_smiles,CRFBP-R2 agonist,M1 PAM parental,CHRM5 PAM,CHRM5 antagonist,CHRM5 agonist,CHRM4 PAM,TAAR1 ag,CRFBP-R2 block,TAAR1 antag
CCC1CSC(Nc2ccc(C(=O)/C=C/c3ccc(Br)cc3)cc2)=N1 (stereo not drawn),-0.6,16.4,-6.2,7.8,-3.9,-1.2,-1.9,-28.3,-4.4
Cc1ccc(NC2=CC(=O)OC(C)C2)cc1 (stereo not drawn),4.3,-3.3,4.1,-1.6,-2.3,10.2,-3.5,-11.2,-0.7
CC(=O)c1c(C)[nH]c(C(=O)Nc2ccc(Cl)cc2)c1C,3.5,4.1,-13.3,17.9,8.7,-9.4,20.7,-11.3,16.8
Cc1cccc(C)c1NC(=O)CN(C)C(=O)CCc1nc2sc3c(c2c(=O)[nH]1)CCCC3,2.8,-7.3,-1.4,-5.6,-0.7,-2.2,0.4,-2.5,0.7

Other compounds.
SMILES	CRFBP-R2 agonist	M1 PAM parental	CHRM5 PAM	CHRM5 antagonist	CHRM5 agonist	CHRM4 PAM	TAAR1 ag	CRFBP-R2 block	TAAR1 antag
Nc1cc(C(=O)OCC(=O)NNC(=O)c2ccccc2F)ccc1Cl	-3.0	12.6	-1.1	7.3	-0.3	1.1	3.8	12.2	-8.0
O=C(O)CCc1ccc(-c2ccc(F)cc2)n1Cc1ccco1	0.8	14.6	-0.5	6.0	2.0	-4.3	-2.8	-28.6	3.1
CC(=NNc1ccc([N+](=O)[O-])cn1)c1ccc(N)cc1	-5.9	6.9	-11.8	21.0	-1.7	-6.7	0.8	3.3	14.1
Cc1ccc(NC(=O)CCn2nnc3ccccc32)cc1	-2.0	4.8	3.3	10.0	-3.1	-5.6	-1.0	-33.0	12.6
COc1cccc(NC(=O)OCCN2CCN(Cc3ccccc3)CCC2=O)c1	-1.8	-7.4	10.3	-3.1	-0.9	4.7	2.9	2.5	14.1
Cn1c(SCc2cccc(Cl)c2)nc(C(F)(F)F)cc1=O	-0.6	-9.5	-3.9	1.7	-6.5	-3.7	13.3	2.2	-0.6
COCCN(Cc1cc2cc3c(cc2nc1Cl)OCO3)C(=O)Nc1ccccc1OC	-0.3	1.6	0.7	-6.7	-1.7	20.5	8.8	-20.2	-14.3
COc1ccc(Cl)cc1NC(=O)CSc1nc(NS(=O)(=O)c2ccccc2)cc(=O)[nH]1	1.4	14.9	5.1	9.1	-1.7	2.5	3.2	1.5	-4.2
O=C(O)c1ccc(S(=O)(=O)NCC2CCCO2)cc1 (stereo not drawn)	-1.4	14.4	2.9	7.2	-3.0	4.2	1.2	8.0	-30.3
CC(=O)Nc1ccc(C)cc1NC(C)=O	0.7	15.0	-0.5	0.5	-3.0	-1.1	-0.5	-7.0	-15.9
CCN(CC)S(=O)(=O)c1ccc(/C=C/C(=O)OCC(=O)NCc2ccc3c(c2)OCO3)cc1	-1.9	16.2	-12.9	8.6	4.1	-4.7	3.9	6.4	21.5
Cc1ccc(S(=O)(=O)N2CCN(CC(=O)NC(=O)NCc3ccccc3)CC2)cc1C	-0.2	6.6	2.4	-5.9	-7.7	4.2	2.2	-5.5	-4.2
Cc1ccc2oc(=O)c3cnn(CC(=O)Nc4ccccc4N4CCN(C)CC4)c3c2c1	-0.4	20.3	-3.4	3.5	-0.2	3.5	1.1	5.0	-12.1
O=C(COc1ccc(Cl)cc1)NC(=S)Nc1ccccc1N1CCOCC1	1.4	0.5	2.1	6.8	-3.8	-0.2	2.7	-54.3	-2.1
COc1ccc(N(C(=O)Cc2cccs2)C(C(=O)NC2CCCCC2)c2cccn2C)cc1OC (stereo not drawn)	0.1	11.2	-8.0	6.2	-1.4	-2.2	8.3	-33.4	12.1
Cc1ccc2nc(C)c(C(=O)N/N=C/c3ccc(C(=O)O)cc3)cc2c1	-1.1	-13.4	-6.2	3.9	-4.3	-0.7	6.9	-17.6	9.2
COC(=O)C(Cc1c[nH]c2ccccc12)NC(=O)c1cncc(Br)c1 (stereo not drawn)	-1.6	9.9	-5.0	4.7	0.8	-3.5	1.2	-12.2	3.4
CC1CCCC(C)N1CCNC(=O)Cn1nc(-c2ccccc2)ccc1=O (stereo not drawn)	-1.4	21.2	5.1	-1.5	-2.7	5.4	-2.6	20.4	4.1
O=C(c1ccccc1F)N1CCCC(C(=O)N2CCN(c3ccccc3)CC2)C1 (stereo not drawn)	-1.4	-18.7	-1.1	11.4	0.7	1.2	2.2	-6.8	-18.0
C=CCNC(=O)Nc1ccc(Br)cc1Cl	0.8	8.1	-1.3	-1.6	-4.2	-1.3	2.6	18.3	-0.6
Cc1ccc(C(=O)Cn2ncsc2=N)cc1	-0.9	26.3	-0.5	6.2	-2.1	-0.4	2.2	-7.7	8.3
Cc1nc(NC(=O)CCC(=O)O)sc1C(=O)N(C)C	0.6	9.6	-0.8	0.6	3.5	5.6	-2.2	0.9	3.2
CC(CCN1CCN(c2ccccc2)CC1)c1ccccc1 (stereo not drawn)	-1.9	18.6	-5.8	1.8	-19.9	1.2	6.2	-7.7	-17.7
Cc1ccc(C2CC(=O)C(C=NCCN3CCN(CC(=O)Nc4cc(C)cc(C)c4)CC3)=C(O)C2)cc1 (stereo not drawn)	0.3	-0.1	5.9	-1.7	0.8	1.0	-0.9	18.9	8.4
Cc1ccc(C2=NC(=O)/C(=C/c3cc(O)c(O)c(Br)c3)S2)cc1	0.2	23.0	4.2	-6.6	6.0	2.4	5.5	35.0	8.5
CC(C)CC(=O)NC(=S)Nc1ccccc1F	0.1	6.7	0.9	3.1	-7.6	7.6	0.1	1.4	10.2
COc1ccccc1N1CC(C(=O)Nc2ccc3c(c2)OCO3)CC1=O (stereo not drawn)	-1.1	20.4	-1.7	-1.6	-2.5	-1.6	0.6	9.3	-3.1

Quoted from the listing.
Entry of COC(=O)C(Cc1c[nH]c2ccccc12)NC(=O)c1cncc(Br)c1 (stereo not drawn) under CRFBP-R2 agonist: -1.6
Entry of COc1cccc(NC(=O)OCCN2CCN(Cc3ccccc3)CCC2=O)c1 under CHRM5 antagonist: -3.1
Entry of Cc1nc(NC(=O)CCC(=O)O)sc1C(=O)N(C)C under CHRM5 agonist: 3.5
Entry of COc1ccc(Cl)cc1NC(=O)CSc1nc(NS(=O)(=O)c2ccccc2)cc(=O)[nH]1 under CRFBP-R2 agonist: 1.4
Entry of CC(C)CC(=O)NC(=S)Nc1ccccc1F under CHRM5 antagonist: 3.1

This is a random part of the collection; about 4.2% have a hit in one of these screens.
